LAP4-GFP MLPCN: alters LAP4-GFP fluorescence in TOR pathway yeast screen | GFP response vs DMSO, % at 10 µM | hit rate 0.34% among 320,000 | S. cerevisiae LAP4-GFP multiplex, flow cytometry GFP, 3 h; median GFP as percent of DMSO wells;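 active means GFP response vs DMSO above a set limit, about the screen mean plus 3 SD, cut at about 150% in these data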
AHR act: human AHR activation | AID 2796 | hit rate 2.5% among 320,000 | P35869 | AHR-responsive luciferase reporter cells, luminescence | activation, % at 5 µM; in the data active means activation above about 47%;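 further: 0% = vehicle wells and 100% = reference agonist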
procasp3 activ: procaspase-3 (human) activation | P42574 | recombinant procaspase-3 D3A, Ac-DEVD-pNA absorbance 405 nm | activation, % at 8.5 µM | hit rate 0.11% among 330,000 | AID 463141;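 active means activation above the mean of all tested compounds plus 3 SD, cut at about 21% in these data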;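 further: 0% = DMSO alone and 100% = DMSO wells spiked with extra 5 µM PC-3 D3A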
Target sequence (P42574 whole entry D9A/D28A/D175A): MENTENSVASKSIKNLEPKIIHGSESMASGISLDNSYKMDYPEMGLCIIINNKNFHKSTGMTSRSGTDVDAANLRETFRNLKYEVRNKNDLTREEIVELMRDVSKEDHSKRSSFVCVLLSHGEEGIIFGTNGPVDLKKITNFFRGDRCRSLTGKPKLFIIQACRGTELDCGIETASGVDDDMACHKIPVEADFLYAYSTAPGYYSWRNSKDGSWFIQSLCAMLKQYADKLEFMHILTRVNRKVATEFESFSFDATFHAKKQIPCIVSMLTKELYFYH
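Assay system: Procaspase-3 D3A mutant, all three cleavage aspartates alanine. Buffer or medium: Zinc-free HEPES saline buffer with Triton X-100. Times: 1 h compound preincubation, 2 h substrate hydrolysis at 25 °C. Measured by: 405 nm absorbance of p-nitroaniline, reads at 0 and 120 min. Read-out basis: percent activation relative to control range. Replicates: singlicate.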
CIT2 TOR yeast: yeast TOR pathway CIT2-GFP modulation. hit rate 0.065% among 320,000. AID 2029. GFP response vs DMSO, % at 10 µM. S. cerevisiae CIT2-GFP strain, flow cytometry, 3 h; 100 means same as DMSO wells;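 active means GFP response relative to DMSO above a set limit, near the screen mean plus 3 SD, cut at about 150% in these data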;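 further: ratio of well median GFP fluorescence to mean of DMSO wells on the plate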
AGP1-GFP MLPCN: modulators of TOR pathway AGP1-GFP in S. cerevisiae. GFP response vs DMSO, % at 10 µM. AID 2066. S. cerevisiae AGP1-GFP multiplex flow cytometry, 3 h; GFP as percent of DMSO wells. hit rate 0.02% among 320,000;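 active means GFP response relative to DMSO above a set limit, near screen average plus 3 SD, cut at about 150% in these data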;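 further: median GFP channel fluorescence of the gated AGP1 strain per well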
MEP2-GFP yeast: alters MEP2-GFP fluorescence in TOR pathway yeast screen | S. cerevisiae MEP2-GFP strain, flow cytometry GFP, 3 h; 100% = DMSO control level | GFP response vs DMSO, % at 10 µM | hit rate 0.51% among 330,000 | AID 2016;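 active means GFP response versus DMSO above a set limit, roughly screen mean plus 3 SD, cut at about 180% in these data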;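 further: median GFP fluorescence of the barcode-gated MEP2-GFP cells per well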
RPL19A-GFP yeast: modulators of TOR pathway RPL19A-GFP in S. cerevisiae | S. cerevisiae RPL19A-GFP strain, flow cytometry, 3 h; stronger effect = lower value | percent response vs DMSO, % at 10 µM | hit rate 0.3% among 330,000 | AID 2025;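 active means percent response vs DMSO below 50%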;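 further: median channel GFP fluorescence of the barcoded RPL19A-GFP strain; ratio of sample median GFP to plate DMSO average so 100% = DMSO; lower means less RPL19A-GFP as with rapamycin TOR inhibition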
procasp7 counter: counter-screen: procaspase-7 (human) activation | P55210 | recombinant procaspase-7, Ac-DEVD-pNA absorbance 405 nm; D23A/D198A/D206A triple mutant, cannot self-cleave; scale: DMSO 0, 5 µM enzyme 100 | activation, % at 8.5 µM | hit rate 0.093% among 330,000 | AID 463210;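 active means percent activation above the screen-wide mean plus 3 SD, cut at about 25% in these data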
Target sequence (P55210 whole entry D23A/D198A/D206A): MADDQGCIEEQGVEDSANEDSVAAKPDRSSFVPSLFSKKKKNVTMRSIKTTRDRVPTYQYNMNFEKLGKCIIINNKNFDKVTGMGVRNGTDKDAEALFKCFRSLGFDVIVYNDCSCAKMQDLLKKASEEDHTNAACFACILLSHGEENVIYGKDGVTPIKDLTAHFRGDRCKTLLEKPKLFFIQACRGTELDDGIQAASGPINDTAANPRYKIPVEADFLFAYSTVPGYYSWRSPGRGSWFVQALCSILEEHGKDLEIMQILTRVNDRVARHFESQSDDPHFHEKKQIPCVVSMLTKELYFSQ
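Assay system: Uncleavable procaspase-7 mutant enzyme | Input: 2 µM procaspase-7 mutant as dispensed | Timing: 1 h compound preincubation, 2 h substrate cleavage, 25 °C | Repeats: One well per compound | Control set: DMSO wells as 0%, DMSO with 5 µM added PC-7 as 100% | Technique: Epi-absorbance of released pNA at 405 nm, two timepoints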
Numbers without * were called inactive; / = no result given.

SMILES	LAP4-GFP MLPCN	AHR act	procasp3 activ	CIT2 TOR yeast	AGP1-GFP MLPCN	MEP2-GFP yeast	RPL19A-GFP yeast	procasp7 counter
COc1ccc(Cl)cc1NC(=O)CN(C)C(=O)C12CC3CC(CC(Cl)(C3)C1)C2	98	/	/	90	89	104	110	/
CC(=O)Nc1ccc(OCC(O)Cn2c3ccccc3c3ccccc32)cc1 (configuration not stated)	103	9	0	101	102	105	101	7
COc1ccc(OCCCC(=O)NCCc2ccccc2)cc1	108	2	-1	81	94	92	91	-5
CCCC1CCC(C(=O)n2nc(N)c3cc4ccc(OC)cc4nc32)CC1 (configuration not stated)	106	-2	9	107	106	104	108	0
Cc1c(C(=O)NCc2ccc3c(c2)OCO3)oc2ccccc12	105	9	-9	98	100	101	103	-4
CCOc1ccccc1N1CCN(S(=O)(=O)c2ccc3c4c(cccc24)C(=O)N3)CC1	97	12	5	94	98	98	96	-3
COc1cccc(CN(C)c2nc(-c3cccs3)nc3ccccc23)c1	88	12	1	86	87	89	101	8
CCc1nc2ccc(C(=O)NCCc3ccc(OC)cc3)cc2nc1CC	103	6	10	108	100	111	103	8
COc1ccc(C(=O)NC(=S)Nc2cccnc2)cc1OC	107	46	-5	101	99	102	95	-6
Cc1ccc(NC(=O)NNC(=O)Cn2nc(-c3ccccc3)c(-c3ccccc3)c(C#N)c2=O)cc1	95	4	-4	93	98	100	99	0
COc1ccc(OC)c(/C=N/NC(=O)c2ccc(=O)[nH]n2)c1	102	6	9	113	110	101	100	-2
CCc1cccc(C)c1NC(=O)CCCN1C(=O)NC(C)(C)C1=O	100	0	2	101	103	101	100	-2
COc1ccc(CNC(=O)C(C)Cc2ccccc2)cc1O (configuration not stated)	105	2	4	66	79	90	93	-1
O=C(/C=C/c1ccccc1)N1CCC(Cc2ccccc2)CC1	82	5	3	84	84	94	102	1
O=C(Nc1ccc(Cl)cc1)Nc1nnc(CSc2ccc(Cl)cc2)s1	89	4	1	106	95	101	99	-4
Cc1ccc(C)c(NC(=O)C(C)N2C(=O)c3ccccc3C2=O)c1 (configuration not stated)	92	-1	6	99	104	108	104	-1
Cc1cc(-c2nc3ccccc3o2)c2ccccc2n1	97	105*	9	97	87	102	98	-3
Cc1ccc(NC(=O)C2CC(=O)NC(N3CCc4ccccc43)=N2)cc1 (configuration not stated)	103	30	1	103	103	99	98	9
Cc1coc(C)c1C(=O)CC1(O)C(=O)N(C)c2ccc(Cl)cc21 (configuration not stated)	72	18	8	98	93	109	107	-5
Cc1ccc(C)c(NC(=O)c2cnccn2)c1	88	1	2	90	90	105	97	-1
Cc1ccc(N2CCN(C(=S)Nc3ccccc3)CC2)cc1	133	-2	4	88	89	116	93	2
CCc1cccc(NS(=O)(=O)c2c(C)nc3sc(CC)nn3c2=O)c1	111	-3	-2	100	107	111	102	7
Cc1[nH]n(-c2ccccc2)c(=O)c1C=NCC1CCCO1 (configuration not stated)	108	2	18	99	105	94	92	2
CCC(=O)Nc1cccc2cccnc12	89	18	10	103	95	103	103	-6
O=C(CCc1ccc(S(=O)(=O)NCCc2ccccc2)cc1)N1CCN(Cc2ccc3c(c2)OCO3)CC1	89	-3	-5	/	100	102	101	8

Three of the entries above in order of their number in RPL19A-GFP yeast, low to high.
molecule | RPL19A-GFP yeast
COc1ccc(OC)c(/C=N/NC(=O)c2ccc(=O)[nH]n2)c1 | 100
CC(=O)Nc1ccc(OCC(O)Cn2c3ccccc3c3ccccc32)cc1 (configuration not stated) | 101
CCCC1CCC(C(=O)n2nc(N)c3cc4ccc(OC)cc4nc32)CC1 (configuration not stated) | 108

4 entries picked at random from the list so far, as already listed:
SMILES	LAP4-GFP MLPCN	AHR act	procasp3 activ	CIT2 TOR yeast	AGP1-GFP MLPCN	MEP2-GFP yeast	RPL19A-GFP yeast	procasp7 counter
COc1ccc(OCCCC(=O)NCCc2ccccc2)cc1	108	2	-1	81	94	92	91	-5
COc1ccc(OC)c(/C=N/NC(=O)c2ccc(=O)[nH]n2)c1	102	6	9	113	110	101	100	-2
COc1ccc(C(=O)NC(=S)Nc2cccnc2)cc1OC	107	46	-5	101	99	102	95	-6
COc1ccc(CNC(=O)C(C)Cc2ccccc2)cc1O (configuration not stated)	105	2	4	66	79	90	93	-1

(listing goes on)
SMILES	LAP4-GFP MLPCN	AHR act	procasp3 activ	CIT2 TOR yeast	AGP1-GFP MLPCN	MEP2-GFP yeast	RPL19A-GFP yeast	procasp7 counter
COC(=O)CNc1nc(C2CC2)nc2c1nnn2Cc1ccccc1Cl	94	-3	3	99	97	99	97	-9
CC(=O)N1CCN=C1SCc1ccc(Cl)cc1	102	-3	1	99	101	102	99	6
Cc1cccc2c1-c1sc(C(=O)Nc3ccccc3N3CCN(C)CC3)cc1CO2	96	20	1	71	73	93	97	-8
Cc1ccc(C(=O)Nc2ccc3c(c2)C(=O)N(CC2CCCO2)C3=O)cc1 (configuration not stated)	106	4	4	94	105	97	96	-7
O=C(NCCc1ccccc1)c1cccc(N2CCCC2=O)c1	89	9	8	96	98	100	101	-1
O=C(CCSc1ccccc1)Nc1ncccn1	93	0	4	108	99	101	99	8
CCOC(=O)N1CCN(C(=O)COc2ccc([N+](=O)[O-])cc2)CC1	95	1	2	105	100	97	99	-3
COc1ccccc1N1CCN(C(c2ccccc2Cl)c2nnnn2C(C)(C)C)CC1 (configuration not stated)	99	4	-1	102	112	101	103	-1
Cc1nn(C)c(C)c1S(=O)(=O)N1CCCC(C(=O)NC2CCCCC2)C1 (configuration not stated)	79	-1	1	90	94	77	93	1
O=C(CN1CCN(c2ccccn2)CC1)NCc1cccs1	93	4	-9	/	98	101	94	8
O=C(NNC(=O)c1cc2cc(Br)ccc2oc1=O)c1ccc(O)cc1O	100	3	1	100	95	111	102	-6
COC(=O)c1ccccc1Nc1ccccc1	104	4	-5	101	103	106	103	8
O=c1c2c([N+](=O)[O-])cc([N+](=O)[O-])cc2nc2ccccn12	119	-4	-7	95	93	107	101	5
CS(=O)(=O)N(CC(=O)N1CCOCC1)c1ccccc1Br	95	/	/	105	100	103	103	/
O=C(COc1ccc(S(=O)(=O)NC2CCCCC2)cc1)NC1CCCC1	98	1	1	99	103	97	99	6
CCCCC#Cc1cncc(C(=O)NN)c1	106	16	-7	98	111	98	97	-9
Cc1cccnc1NC(=O)CN1C(=O)COc2ccc(Cl)cc21	87	0	-9	116	107	108	108	6
O=C1Nc2ccc(Br)cc2C1Cc1ccccc1F (configuration not stated)	94	57*	3	92	96	101	101	11
O=C(NNC(=O)c1ccccc1-n1cccc1)c1ccccc1	95	81*	2	95	96	95	99	11
O=C(CCCOc1ccc(Cl)cc1Cl)NNC(=O)C1CCC1	97	6	-1	91	100	103	102	-8
COc1cc2c(cc1NC(=S)Nc1cccc3ccccc13)oc1ccccc12	90	72*	-17	96	92	96	90	-14
CCc1ccc(C(CNc2nc(C(F)(F)F)nc3ccccc23)N(C)C)cc1 (configuration not stated)	97	-3	-5	102	98	108	106	1
COC(=O)C(NC(=O)CCc1c(C)nc2ncnn2c1C)C(C)C (configuration not stated)	99	-1	4	98	98	98	99	11
COc1ccccc1NC(=O)Cc1nc(CCl)cs1	100	9	0	94	101	97	102	3
CN(C(=O)CS(=O)(=O)c1cn(CC(=O)N2CCCC2)c2ccccc12)c1ccccc1	90	1	-1	103	93	95	100	-1

The listing continues.
SMILES	LAP4-GFP MLPCN	AHR act	procasp3 activ	CIT2 TOR yeast	AGP1-GFP MLPCN	MEP2-GFP yeast	RPL19A-GFP yeast	procasp7 counter
Cc1c(Cl)cccc1N1CC(C)(C)C1=O	89	3	2	97	93	99	96	-2
COc1ccccc1C(=O)NC(=O)COc1ccc(Cl)cc1Cl	103	5	16	90	93	94	98	4
COc1ccccc1/C=C/C(=O)OCCCN(C)C	89	-2	4	111	101	100	104	9
CC(C)CCN(C)c1ccc(/C=N/n2cnnc2)cc1	105	1	-3	111	97	112	103	-1
c1ccc(CN2CCN(c3nc(-c4ccccc4)nc4ccccc34)CC2)cc1	86	11	2	90	93	89	95	4
CCOC(=O)C1C(c2ccc(O)cc2)NC(=O)NC1(O)C(F)(F)F (configuration not stated)	87	-2	0	100	98	99	102	-2
O=C(CN1CCN(c2ccccn2)CC1)Nc1cccc(F)c1	98	0	-4	108	100	110	105	4
COCC(=O)Nc1nc2n(n1)C(c1ccc(Cl)cc1)CC(c1ccc(OC)cc1)N2 (configuration not stated)	99	14	2	90	/	92	91	6
O=C1CCC(C(=O)Nc2ccc([N+](=O)[O-])cc2)N1 (configuration not stated)	145	0	4	128	111	140	107	-2
CCCC(C)NC(=O)c1ccc(-c2ccccc2)cc1 (configuration not stated)	89	-5	4	98	95	100	104	5
CCN1CCN(C(=O)C2CCN(S(=O)(=O)c3ccc4c(c3)NC(=O)C(C)S4)CC2)CC1 (configuration not stated)	92	5	-9	92	88	112	93	-10
FC(F)(F)c1cnc(-n2cc[nH]c2=S)c(Cl)c1	101	2	0	103	107	105	103	-2
COc1ccc(OC)c(NC(=O)NC2(C(F)(F)F)Oc3ccccc3O2)c1	104	1	-18	99	98	93	95	-24
COc1cccc(NC=C2C(=O)OC3(CCCCC3)OC2=O)c1	90	7	6	95	102	101	111	-18
O=C(O)Cc1c[nH]c2cccc(O)c12	108	8	6	105	106	113	101	-18
CC(=O)Nc1cccc(C(=O)Nc2cccnc2)c1	101	25	1	103	103	100	102	8

As entered above.
procasp3 activ with O=C(O)Cc1c[nH]c2cccc(O)c12 : 6
AGP1-GFP MLPCN with Cc1c(Cl)cccc1N1CC(C)(C)C1=O : 93
LAP4-GFP MLPCN with COc1ccc(OC)c(NC(=O)NC2(C(F)(F)F)Oc3ccccc3O2)c1 : 104
AGP1-GFP MLPCN with O=C1CCC(C(=O)Nc2ccc([N+](=O)[O-])cc2)N1 (configuration not stated) : 111
MEP2-GFP yeast with COc1ccccc1C(=O)NC(=O)COc1ccc(Cl)cc1Cl : 94
procasp7 counter with O=C(CN1CCN(c2ccccn2)CC1)Nc1cccc(F)c1 : 4

Full records, quoted from the list:
O=C(CN1CCN(c2ccccn2)CC1)Nc1cccc(F)c1 reads LAP4-GFP MLPCN = 98; AHR act = 0; procasp3 activ = -4; CIT2 TOR yeast = 108; AGP1-GFP MLPCN = 100; MEP2-GFP yeast = 110; RPL19A-GFP yeast = 105; procasp7 counter = 4
O=C(O)Cc1c[nH]c2cccc(O)c12 reads LAP4-GFP MLPCN = 108; AHR act = 8; procasp3 activ = 6; CIT2 TOR yeast = 105; AGP1-GFP MLPCN = 106; MEP2-GFP yeast = 113; RPL19A-GFP yeast = 101; procasp7 counter = -18
FC(F)(F)c1cnc(-n2cc[nH]c2=S)c(Cl)c1 reads LAP4-GFP MLPCN = 101; AHR act = 2; procasp3 activ = 0; CIT2 TOR yeast = 103; AGP1-GFP MLPCN = 107; MEP2-GFP yeast = 105; RPL19A-GFP yeast = 103; procasp7 counter = -2
